Screens as filed in PubChem.
CYP2C19 inhib = blocks human cytochrome P450 2C19; 96,000 tested, 21% active; P33261; CYP2C19 Supersomes, luciferin-H EGE luminescence, 30 min; inhibition, % at 5 µM;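 active means CYP2C19 inhibition above a set limit at 5 µM in the primary screen, cut at about 50% in these data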;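 further: plate controls were negative control wells for no effect and 2.5 mM tranylcypromine positive control for full effect; values of inactives mirror those of a sister screen read the other way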
Target sequence (P33261 whole entry, looked up): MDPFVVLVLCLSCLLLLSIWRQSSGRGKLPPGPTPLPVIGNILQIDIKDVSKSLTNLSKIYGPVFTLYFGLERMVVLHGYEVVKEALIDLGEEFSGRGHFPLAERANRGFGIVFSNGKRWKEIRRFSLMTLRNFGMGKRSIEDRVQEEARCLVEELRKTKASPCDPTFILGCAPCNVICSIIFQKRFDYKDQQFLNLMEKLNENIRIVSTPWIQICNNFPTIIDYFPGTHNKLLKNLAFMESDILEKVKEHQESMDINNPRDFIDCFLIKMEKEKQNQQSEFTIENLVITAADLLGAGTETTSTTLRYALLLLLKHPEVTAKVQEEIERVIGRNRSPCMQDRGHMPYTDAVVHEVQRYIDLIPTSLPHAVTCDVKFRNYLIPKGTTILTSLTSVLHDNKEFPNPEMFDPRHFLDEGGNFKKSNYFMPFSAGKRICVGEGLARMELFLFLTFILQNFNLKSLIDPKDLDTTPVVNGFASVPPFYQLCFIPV
CYP2C9 activ = increases human cytochrome P450 2C9 activity | recombinant CYP2C9, luciferin-H conversion, luminescence; hits give high values; factor 1 = untreated enzyme, 0 = blocked | activation factor at 5 µM | 96,000 tested, 1.4% active;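 active means activation factor of 2 or more for CYP2C9 at a 5 µM dose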;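 further: 0 = sulfaphenazole-blocked wells and 1 = vehicle-only wells; values of inactives mirror those of a sister screen read the other way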
Target sequence (P11712 whole entry, looked up): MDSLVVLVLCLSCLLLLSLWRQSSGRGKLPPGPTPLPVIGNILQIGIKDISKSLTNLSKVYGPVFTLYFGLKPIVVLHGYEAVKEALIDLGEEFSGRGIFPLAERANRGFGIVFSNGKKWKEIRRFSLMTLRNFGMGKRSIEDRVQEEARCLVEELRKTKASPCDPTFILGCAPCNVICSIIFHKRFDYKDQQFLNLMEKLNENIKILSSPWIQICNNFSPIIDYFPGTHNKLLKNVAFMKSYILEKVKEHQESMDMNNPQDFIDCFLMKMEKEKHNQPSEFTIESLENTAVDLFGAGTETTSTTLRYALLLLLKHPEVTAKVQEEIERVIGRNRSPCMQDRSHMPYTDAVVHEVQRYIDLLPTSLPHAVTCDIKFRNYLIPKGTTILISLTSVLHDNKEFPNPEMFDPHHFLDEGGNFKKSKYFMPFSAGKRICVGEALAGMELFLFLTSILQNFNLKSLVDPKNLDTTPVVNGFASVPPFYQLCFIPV
VCAM1 TNFa inh = reduces TNF alpha induced VCAM1 expression in HUVEC; 95,000 tested, 0.48% active; HUVEC TNFa-induced VCAM-1 immunofluorescence, high-content imaging; inhibition, % at 2 µM;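 active means inhibition above the batch mean plus 3 SD, with images confirmed as a hit by eye, cut at about 37% in these data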;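 further: 0% = TNF-stimulated DMSO wells and 100% = unstimulated control wells; not every result past the cut was called active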
DAT uptake mod = human DAT dopamine uptake with cocaine, either direction. 110,000 tested, 1.3% active. LLC-PK1 hDAT cells, [14C]-dopamine uptake with cocaine IC80; actives deviate in either direction. Q01959. B-score at 10 µM;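 active means Z score or B-score, a plate-position-corrected score, falls beyond the plate's 99.7% confidence bounds, in either direction; inactive means both scores lie inside the 99.7% bounds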;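 further: scored against the spread of the other compound wells on the same plate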
HUVEC tox IL1B = HUVEC cytotoxicity counter-screen, IL-1B stimulated; 94,000 tested, 0.41% active; HUVEC cell count loss, Hoechst imaging; cell count reduction, % at 2 µM;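 active means cell count reduction more than 3 SD above the screen-wide mean, cut at about 70% in these data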;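 further: normalized per plate to untreated control cells as the no-loss baseline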
Candida biofilm = kills Candida albicans biofilms; C. albicans biofilm + clotrimazole, Alamar Blue; inhibition, % at 6 µM; 85,000 tested, 0.14% active; AID 834;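 active means inhibition above 20%; inactive means inhibition below 20%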;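 further: preformed 24 hr biofilms exposed to compound for 48 hr; 0% = biofilm without compound and 100% = blank killed by clotrimazole plus chlorhexidine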
TNFa cytotox = toxic to HUVEC cells under TNF alpha stimulation; AID 848; cell count reduction, % at 2 µM; HUVEC TNFalpha-stimulated, Hoechst cell count, imaging; 93,000 tested, 0.17% active;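 active means cell count reduction exceeding the screen mean by over 5 SD, scaled to untreated wells per plate, cut at about 78% in these data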;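 further: cells counted after 24 h of TNF alpha exposure following the 1 h pretreatment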
CYP2C19 activ = cytochrome P450 2C19 (human) activation; P33261; recombinant CYP2C19, luciferin-H EGE luminescence; hits give high values; 0 = fully inhibited enzyme, 1 = untreated enzyme; activation factor at 5 µM; 96,000 tested, under 10 active;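 active means activation factor of at least 2 at 5 µM in the primary screen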;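 further: 0 = wells with 2.5 mM tranylcypromine and 1 = vehicle-only wells; values of inactives mirror those of a sister screen read the other way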
CYP2C9 inh = human CYP2C9 inhibition | P11712 | CYP2C9 Supersomes, luciferin-H conversion, luminescence | inhibition, % at 5 µM | 96,000 tested, 20% active;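 active means blocking of liver enzyme CYP2C9 beyond about 50% at 5 µM, limit read from the data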; further: values of inactives mirror those of a sister screen read the other way
Starred values were filed as active, the others as inactive; x = no result given.

Every second line gives: TNFa cytotox	CYP2C19 inhib	Candida biofilm	HUVEC tox IL1B	CYP2C9 activ	VCAM1 TNFa inh	CYP2C19 activ	DAT uptake mod	CYP2C9 inh
(1) CCCc1[nH]nc2c1C(c1ccccc1OC)C(C#N)=C(N)O2 (stereo unspecified)
  38.5	27.6	-5.8	3.2	0.8	7.4	0.7	-0.779	17.4
(2) Cc1ccc(C2=[N+]([O-])C3(CCCCC/C3=N\NC(N)=O)N(O)C2(C)C)o1 (stereo unspecified)
  x	0.7	8.5	0.3	1	32.8	1	x	-0.5
(3) C=CCn1c(SCC#N)nc2c(c1=O)C(C)(C)Cc1ccccc1-2
  x	27.8	-1.8	x	0.6	x	0.7	x	40.8
(4) Cc1ccc(Nc2c([N+](=O)[O-])cc(C(=O)N3CC(=O)Nc4ccccc43)cc2[N+](=O)[O-])c(C)c1
  -11.3	19.9	x	-46.0	0.8	15.4	0.8	-0.998	22.0
(5) Cc1cccc(NC(=O)CS(=O)(=O)Cc2ccccc2)n1
  -10.0	18.0	1.4	11.6	1.1	10.8	0.8	-0.847	-9.0
(6) COc1cc(-c2nc(-c3ccc(Br)o3)no2)cc(OC)c1OC
  -12.2	3.0	4.0	-9.8	1	-1.3	1	-0.576	0.3
(7) O=C(c1cccn(Cc2ccc(Cl)c(Cl)c2)c1=O)N1CCOCC1
  7.7	-9.5	x	-38.2	1.1	-18.0	1.1	-0.435	-11.4
(8) Cc1nc2cc(N3CCN(C)CC3)c(NC(=O)Cc3ccccc3)cc2c(=O)n1Cc1ccccc1
  -9.8	66.9*	-1.5	-23.4	0.3	2.7	0.3	0.284	66.6*
(9) CC(=O)c1cc(C#N)c(SCC(=O)OC(C)(C)C)nc1C
  -19.1	36.1	8.6	-1.1	0.8	16.8	0.6	0.107	17.9
(10) CCOC(=O)c1sc(N)c(C#N)c1COC(=O)CNC(=O)c1ccccc1
  -2.1	42.2	6.0	-34.3	0.3	9.8	0.6	-0.0304	72.9*
(11) O=C(Nc1ccccc1N1CCOCC1)C1Cc2ccccc2CN1C(=O)c1ccco1 (stereo unspecified)
  20.9	51.4*	16.3	15.1	0.3	23.8	0.5	0.0208	67.1*
(12) CN=c1scc(-c2ccc(Br)cc2)n1C
  -20.0	-3.2	x	-3.8	0.9	-15.8	1	0.292	10.5
(13) CCSCc1nnc(SCC(=O)Nc2nc3ccccc3s2)n1C
  16.7	18.1	2.4	5.0	0.4	-16.5	0.8	0.486	63.2*
(14) Oc1[nH]c2ccccc2c1/C=N/N1CCCCC1
  -13.6	13.7	x	7.8	1.1	6.8	0.9	x	-6.7
(15) O=C(c1nsnc1-c1ccccc1O)N1CCCCC1
  -27.8	16.4	6.0	6.2	1.1	13.6	0.8	-0.637	-13.5
(16) CN(C(=O)c1cccnc1)c1nnc(-c2ccccn2)s1
  -5.7	8.2	-1.6	54.7	0.9	2.3	0.9	0.817	10.3
(17) CCOC(=O)COc1ccc(/C=C/[N+](=O)[O-])c(OCC(=O)OCC)c1
  5.5	9.8	x	-63.9	0.8	10.3	0.9	0.785	23.2
(18) Cc1ccc(-c2noc(CN3CCOCC3)n2)cc1
  -1.7	18.4	8.4	-20.0	1	0.9	0.8	-0.565	-1.0
(19) Cc1cc(Br)ccc1OCc1nc(-c2cccnc2)no1
  13.4	40.4	-2.0	2.3	1.1	3.5	0.6	-0.746	-9.5
(20) O=[N+]([O-])c1cccc(/C=N/Nc2nccnc2Cl)c1
  -33.9	59.5*	x	-93.3	0.8	9.8	0.4	0.27	19.7
(21) Cc1ccccc1C(=O)N1CCCN(C(=O)c2ccccc2C)CC1
  -2.1	58.1*	10.2	8.5	1	-0.4	0.4	-1.64	3.6
(22) CCNc1nc(Oc2ccc(C(=O)OC)cc2)nc(SC)n1
  -6.3	8.1	2.1	-4.0	1	3.3	0.9	-0.254	0.3
(23) CCCCNC(=O)c1cc(-c2ccc(OC)cc2)on1
  -28.9	47.4	9.7	-27.1	0.8	2.7	0.5	0.193	19.8
(24) COc1ccc(N/C(=C(/C(Cl)=C(Cl)Cl)[N+](=O)[O-])n2nnc3ccccc32)cc1OC
  -15.0	10.4	-1.8	-3.3	0.7	-11.4	0.9	-0.377	25.8
(25) COc1ccc(OCC(=O)OCCN(C)C)cc1
  -12.0	1.2	1.3	10.3	1.1	9.0	1	-0.0896	-12.1
(26) CCN(CC)S(=O)(=O)c1ccc2[nH]cc(C(=O)NCCC3=CCCCC3)c(=O)c2c1
  -28.0	75.8*	2.1	-18.8	0.1	4.6	0.2	2.23	91.1*
(27) COC(=O)c1c(NC(=O)c2ccc(C)o2)sc2c1CCCCC2
  -13.9	-2.7	2.5	-6.4	1	3.1	1	-0.666	-1.0
(28) Cc1ccc(S(=O)(=O)O)c(C)c1N1CCCC1=O
  8.3	-12.4	7.3	-7.3	1.1	17.3	1.1	-0.0295	-10.7
(29) CCOC(=O)c1ccc(Cl)c(NC(=O)c2ccc(-c3ccccc3)cc2)c1
  14.5	4.6	x	-47.7	1	5.4	1	x	3.3
(30) COc1cccc(-c2nc(CS(=O)(=O)CC(=O)NCc3ccc(Cl)cc3)c(C)o2)c1
  7.0	-11.7	1.6	4.7	0.9	4.4	1.1	-0.87	11.2
(31) O=C1CCCN1CC(CN1CCOCC1)Sc1nnnn1-c1ccccc1 (stereo unspecified)
  -26.8	26.9	3.7	-6.6	1.1	8.8	0.7	0.605	-5.9
(32) COc1ccc(-c2cc(C(=O)NCc3cccnc3)no2)cc1OC
  -25.5	-2.2	x	-21.1	0.9	8.4	1	0.16	14.5
(33) COCCn1c(COc2cccc(OC)c2)nnc1SCC(=O)N1CCOCC1
  -10.0	-1.6	4.6	-3.8	1	3.7	1	1.04	3.0
(34) O=C1c2cccnc2C(O)N1Cc1ccco1 (stereo unspecified)
  -3.6	-22.8	6.0	-21.6	1.1	-1.1	1.2	x	-10.3
(35) Cc1ccccc1-c1noc(-c2ccccc2F)n1
  -42.0	-13.9	5.5	-11.7	1.1	-7.5	1.1	-0.851	-9.6
(36) Cc1cc(NCCN2CCOCC2)n2nc(C)c(-c3ccccc3)c2n1
  1.2	-8.8	6.5	-6.0	1.2	15.7	1.1	-0.32	-22.3
(37) COc1ccc(OC)c2[nH]c(=O)c(CCNS(=O)(=O)c3ccccc3)cc12
  -45.1	48.2	6.5	-48.8	0.7	7.7	0.5	x	27.2
(38) COCC(COCCCNC(=O)Nc1ccc(Br)cc1)OC (stereo unspecified)
  4.5	35.7	3.7	-28.6	0.8	-16.3	0.6	0.397	22.1
(39) Cc1ccc(N2C(=O)CC(n3nc(C)cc3C)C2=O)cc1 (stereo unspecified)
  1.5	4.3	5.0	-10.6	1.2	-11.1	1	0.071	-24.8
(40) Cc1ccc(C2C=C(c3ccccc3OC(F)F)Nc3ncnn32)cc1 (stereo unspecified)
  x	35.8	2.2	x	0.3	x	0.6	x	66.3*
(41) CC(C)N(CCNC(=O)C1CCN(S(=O)(=O)N2CCOCC2)CC1)Cc1ccccc1
  -16.1	-8.7	8.2	-69.8	0.9	2.8	1.1	x	6.5
(42) CC[C@@H](C(=O)n1nc(C)cc1C)[C@H](NS(=O)(=O)c1ccc(C)cc1)c1ccccc1
  1.7	47.0	x	-8.5	1	-32.1	0.5	-0.771	-2.9
(43) CCC(C)(C)C(=O)Nc1ccc(OC)cc1[N+](=O)[O-]
  12.2	28.5	x	-3.1	0.9	18.3	0.7	1.4	8.9
(44) COC(=O)c1ccc2c(=O)n3c(nc2c1)SCC(c1ccccc1)=N3
  -3.3	19.7	-0.7	-52.9	0.8	3.8	0.8	-0.029	24.2
(45) CCOP(=O)(OCC)c1nc(/C=C/c2ccccc2)oc1NCc1ccc(OC)cc1
  -1.8	97.8*	0.8	-39.5	0.2	-1.0	0	0.703	78.4*
(46) CN(C)c1ncnc2c1ncn2C1OC(CO)C(O)C1O (stereo unspecified)
  35.4	6.2	5.4	3.0	1	-8.2	0.9	0.788	3.7
(47) COc1ccc(OCC(=O)N2CCN(c3nnc(-c4ccccc4)c4ccccc34)CC2)cc1
  -19.2	50.0*	8.4	-39.2	0.6	-8.1	0.5	2.96*	42.6
(48) CCCC(C)NC(=O)c1ccc(F)cc1 (stereo unspecified)
  -38.6	-5.0	1.9	-17.7	1.2	18.2	1.1	0.247	-20.1
(49) Cc1nnc(NC(=O)C2c3ccccc3Oc3ccccc32)s1
  -8.6	x	-2.2	-1.0	x	20.4	x	-0.702	x
(50) CCCCn1c(CNC(=O)c2cccs2)nc2ccccc21
  -16.7	x	10.3	6.6	x	13.2	x	0.296	x
(51) OC(c1ccccc1)C1CN(Cc2ccccc2)CCC1(O)c1ccccc1 (stereo unspecified)
  -38.2	67.2*	3.9	-3.2	0.9	10.4	0.3	-1.31	14.7
(52) COc1ccc(-c2nc(SCC(=O)N3CCOCC3)n[nH]2)cc1
  x	1.0	4.8	-49.7	1.1	x	1	0.907	-9.6
(53) N#CCCN1CCN(S(=O)(=O)c2ccc(S(=O)(=O)N3CCOCC3)cc2)CC1
  x	-13.6	7.8	x	1	x	1.1	-0.68	-1.4
(54) Cc1[nH]n(-c2ccc([N+](=O)[O-])cc2)c(=O)c1C=NCCN1CCN(C(=O)c2ccc(F)cc2)CC1
  -9.0	33.5	5.2	5.7	0.7	16.9	0.7	x	30.9
(55) CCc1cc2ccccc2nc1SCC(=O)Nc1cc(C)on1
  -19.4	4.6	7.5	-6.6	1.2	-25.2	1	0.575	-15.8

Ordered by molecular weight (lowest first): some entries from above.
Every second line gives: TNFa cytotox	CYP2C19 inhib	Candida biofilm	HUVEC tox IL1B	CYP2C9 activ	VCAM1 TNFa inh	CYP2C19 activ	DAT uptake mod	CYP2C9 inh
(39) Cc1ccc(N2C(=O)CC(n3nc(C)cc3C)C2=O)cc1 (stereo unspecified)
  1.5	4.3	5.0	-10.6	1.2	-11.1	1	0.071	-24.8
(40) Cc1ccc(C2C=C(c3ccccc3OC(F)F)Nc3ncnn32)cc1 (stereo unspecified)
  x	35.8	2.2	x	0.3	x	0.6	x	66.3*
(33) COCCn1c(COc2cccc(OC)c2)nnc1SCC(=O)N1CCOCC1
  -10.0	-1.6	4.6	-3.8	1	3.7	1	1.04	3.0
